Salmonella PhoP GFP = Inhibition of PhoP regulon, Salmonella typhi GFP reporter cells, confirmation, 4 h (AID 1850). Salmonella Typhi PhoP-promoter GFP reporter, fluorescence, 4 h; higher % means a stronger effect. 0.33% of 310,000 active. inhibition, % at 50 µM; hits with a dose series show IC50 in µM; in the data active = a potency from the dose series; inconclusive = inhibition mostly from about 25% at the one dose, without a potency; inactive = the rest, 99 in 100 with inhibition below about 19%;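 note: 0% = induced wells with vehicle and 100% = uninduced wells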
influenza NS1A = NS1A inhibition, H1N1 influenza, cell based functional assay (AID 504329); NS1A functional cell-based assay, percent inhibition; higher % means a stronger effect; inhibition, % at 12.5 µM, or IC50 in µM where a hit was titrated; 0.3% of 340,000 active; in the data active = a potency from the dose series; inconclusive = inhibition above about 27% without an active follow-up result; note: strong numbers were not always called active
H37Rv inhibition = M. tuberculosis growth inhibition, HTS (AID 449762) | M. tuberculosis H37Rv growth inhibition, 7H9 media; higher % means a stronger effect | 0.59% of 330,000 active | one-dose inhibition, % at 25 µM; IC50 in µM for titrated hits; in the data active = a potency from the dose series; inconclusive = inhibition above about 70% without an active follow-up result;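 note: bacterial growth assessed after seven days of incubation; strong numbers were not always called active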
tuberculosis growth = growth inhibition of non-replicating M. tuberculosis (AID 488890); Mycobacterium tuberculosis non-replicating, growth inhibition; higher % means a stronger effect; one-dose inhibition, % at 25 µM; IC50 in µM for titrated hits; 0.39% of 320,000 active; in the data active = a potency from the dose series; inconclusive = inhibition mostly from about 82% at the one dose, without a potency; inactive = the rest, 99 in 100 with inhibition below about 76%;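 note: plate controls were DMSO cells for no effect and high antibiotic wells for full effect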
inhibitors of VEEV = inhibitors of VEEV TC-83 cytopathic effect, confirmation, Vero cells (AID 588727). inhibition, % at 20 µM; hits with a dose series show IC50 in µM. 0.13% of 350,000 active. Vero cells, VEEV TC-83 cytopathic effect inhibition; higher % means a stronger effect; in the data active = a potency from the dose series; inconclusive = inhibition mostly from about 14% at the one dose, without a potency; inactive = the rest, 99 in 100 with inhibition below about 12%; note: strong numbers were not always called active
inhibitors of VEEV 10K pilot screen = further read-out of inhibitors of VEEV, marked with its call; inhibition, %; measured here: 10K pilot screen inhibition
Active calls of the source: *; i = inactive; ? = inconclusive; · = no result given.

SMILES	Salmonella PhoP GFP	influenza NS1A	H37Rv inhibition	tuberculosis growth	inhibitors of VEEV	others
CNC(=O)CN(Cc1ccccc1)S(=O)(=O)c1ccccc1	-3.9%	-16.3%	4.8%	2.4%	i
COC(=O)C1=C(C)NC(=O)NC1c1ccc(-c2ccccc2Cl)o1 (configuration not stated)	4.7%	-2.3%	-1.4%	-4.1%	1.5%
C#CCNC(=O)C1=C[C@@H](c2ccc(C#C)cc2)C[C@@H](OCc2ccc(CO)cc2)O1	-22.9%	-3.9%	6.0%	11.1%	1.6%
COc1ccc(C(=O)N2CCC(NC(=O)C(Cc3ccccc3OC)NC(C)=O)CC2)cc1 (configuration not stated)	·	2.5%	·	·	0.4%
CCOC(=O)c1sc(=NC(=O)c2ccc(S(=O)(=O)N3CC(C)OC(C)C3)cc2)n(C)c1C (configuration not stated)	-16.4%	6.0%	-0.4%	-2.3%	i
Cc1ccc(C(=O)CC2(O)C(=O)N(Cc3ccccc3Cl)c3ccccc32)o1 (configuration not stated)	2.4%	-16.1%	-0.9%	13.3%	2.3%
Cc1ccc(CNC(=O)c2nccnc2C(=O)O)cc1	-6.7%	13.0%	4.8%	-5.2%	i
Brc1ccc(CN2C3=NCCCN3c3ccccc32)cc1	6.7%	10.6%	2.4%	?	i	inhibitors of VEEV 10K pilot screen=0.0
CCCCc1ccc(NC(=O)C(=O)NCCN2CCN(C(=O)c3ccc([N+](=O)[O-])cc3)CC2)cc1	5.2%	-7.3%	-4.9%	-0.6%	1.6%
O=C(NCCc1cn2ccccc2n1)c1ccc(Br)o1	10.1%	-22.5%	-1.0%	-24.9%	0.9%
CSc1cccc(NC(=O)C2(S(=O)(=O)c3ccc(C)cc3)CC2)c1	-6.1%	-4.7%	1.5%	3.0%	1.0%
O=C(Cn1cncn1)N/N=C/c1cccc2ccccc12	-7.6%	-2.9%	3.0%	16.4%	0.9%
NC(=O)c1c(NC(=O)CSc2nc3c(c(C(F)(F)F)n2)CCc2ccccc2-3)sc2c1CCCC2	3.0%	4.5%	-2.6%	-13.0%	7.7%
O=C(CSc1nc2c(c(=O)n1-c1ccc(F)cc1)SCC2)NCC1CCCO1 (configuration not stated)	-12.9%	-0.8%	-9.6%	-9.6%	0.7%
COc1ccc(-n2nc([N+](=O)[O-])c(=NCCc3ccccc3)n2O)cc1	-6.4%	10.1%	-1.5%	58.6%	1.4%
CCOCCCNC(=O)C(NC(=O)c1ccccn1)c1ccc(C)cc1 (configuration not stated)	18.1%	3.3%	-1.2%	5.7%	1.3%
COc1ccccc1N(CC(=O)NC1CCCCC1)S(C)(=O)=O	14.4%	-3.4%	-2.6%	-3.3%	0.6%
CCn1c(Sc2nc(C)nc3scc(-c4cccs4)c23)n[nH]c1=O	2.2%	-13.9%	-19.0%	7.5%	1.0%
C=Cn1cc[n+](CC(=O)c2ccc(Cl)cc2)c1	-3.6%	-3.4%	-5.1%	-0.4%	0.9%
O=C(Nc1ccc(F)cc1)c1ccccc1NS(=O)(=O)N1CCCC1	7.9%	3.3%	-7.1%	16.5%	2.4%
CC(CNC(=O)CCC(=O)N1CCOc2ccc(Cl)cc21)c1ccccc1 (configuration not stated)	3.3%	6.0%	-2.5%	-1.2%	1.3%	inhibitors of VEEV 10K pilot screen=0.2
O=C(Nc1cccc(S(=O)(=O)N2CCOCC2)c1)c1ccc2c(=O)n3c(nc2c1)CCCCC3	11.7%	8.4%	-2.6%	12.5%	8.6%
CCO[C@H]1OC(C(=O)N2CCN(Cc3ccccc3)CC2)=C[C@@H](C2CCCCC2)[C@@H]1CCCO	-7.8%	-1.2%	6.3%	20.0%	0.2%	inhibitors of VEEV 10K pilot screen=0.1
CCC(=O)c1ccc(OC(=O)N(C)c2ccccc2)cc1	2.2%	·	43.0%	-7.1%	0.2%
Cc1ccc(Nc2nc3ccccc3c(=O)s2)cc1	-5.5%	0.9%	0.7%	-15.6%	0.4%
COc1ccc(NC(=O)Cn2nnc(-c3ccccc3N)n2)cc1OC	0.0%	4.3%	0.7%	-4.9%	i
CCc1ccc(NC2=NCC(=O)N2Cc2ccc3c(c2)OCO3)cc1	0.3%	3.9%	-7.0%	-11.0%	i
CCN1CCN(C(c2ccc(OC)cc2)C(O)C(=O)c2c[nH]c3ccccc23)CC1 (configuration not stated)	-4.0%	-14.7%	1.8%	1.2%	0.6%
Cc1ccccc1S(=O)(=O)Cc1ccc(C(=O)NCc2ccco2)o1	-5.2%	-15.7%	-8.9%	5.9%	1.3%
O=C(CN1CCN(c2ccc(O)cc2)CC1)Nc1ccc(-c2ccccc2)cc1	11.2%	10.8%	-1.7%	37.4%	1.5%
COc1ccc2c(CSc3nnc(-c4cccnc4)n3-c3ccccc3F)cc(=O)oc2c1	-8.1%	-5.9%	-4.7%	4.9%	1.1%
OC1(c2ccc(F)cc2)CN(c2ccccc2)C2=[N+]1CCS2 (configuration not stated)	-0.8%	-2.8%	2.2%	31.2%	2.7%
O=C(NCCCn1ccnc1)c1ccc(-c2ccccc2)cc1	3.3%	-3.5%	6.1%	-7.0%	i
Cc1cc(N2CCCCC2)nc(SCc2ccc(C#N)cc2)n1	-1.4%	8.6%	11.2%	26.1%	3.5%
COCCn1c(SCC(=O)Nc2ccccc2OC)nc2c([nH]c3ccccc32)c1=O	-10.5%	-4.3%	-19.8%	-8.6%	8.6%
O=c1[nH]c(CN2CCN(c3ccc([N+](=O)[O-])cc3)CC2)nc2ccsc12	-3.1%	-5.1%	15.6%	39.5%	0.1%
COc1ccc(CCNC(=O)CSc2cccc3cccnc23)cc1OC	3.2%	-0.5%	-14.8%	8.3%	0.2%
CCCNC(=O)NC(C(=O)OC)C12CC3CC(CC(C3)C1)C2 (configuration not stated)	22.1%	-2.1%	3.6%	10.3%	0.4%
Cc1ccc(N2CCN(S(=O)(=O)c3ccc4oc(=O)ccc4c3)CC2)c(C)c1	5.5%	-1.7%	-2.9%	30.3%	0.1%
N#CCCN(CCN1CCCC1)S(=O)(=O)c1ccc(-c2ccc([N+](=O)[O-])cc2)cc1	-2.5%	-1.5%	32.8%	44.6%	1.6%

Of the compounds above, 5 have two or more sulfur atoms.
SMILES	Salmonella PhoP GFP	influenza NS1A	H37Rv inhibition	tuberculosis growth	inhibitors of VEEV	others
CCOC(=O)c1sc(=NC(=O)c2ccc(S(=O)(=O)N3CC(C)OC(C)C3)cc2)n(C)c1C (configuration not stated)	-16.4%	6.0%	-0.4%	-2.3%	i
CSc1cccc(NC(=O)C2(S(=O)(=O)c3ccc(C)cc3)CC2)c1	-6.1%	-4.7%	1.5%	3.0%	1.0%
NC(=O)c1c(NC(=O)CSc2nc3c(c(C(F)(F)F)n2)CCc2ccccc2-3)sc2c1CCCC2	3.0%	4.5%	-2.6%	-13.0%	7.7%
O=C(CSc1nc2c(c(=O)n1-c1ccc(F)cc1)SCC2)NCC1CCCO1 (configuration not stated)	-12.9%	-0.8%	-9.6%	-9.6%	0.7%
CCn1c(Sc2nc(C)nc3scc(-c4cccs4)c23)n[nH]c1=O	2.2%	-13.9%	-19.0%	7.5%	1.0%

Next section.
SMILES	Salmonella PhoP GFP	influenza NS1A	H37Rv inhibition	tuberculosis growth	inhibitors of VEEV	others
Cc1ccc(NC(=O)COC(=O)C2CC2)cc1S(=O)(=O)N1CCOCC1	·	-15.3%	-2.4%	4.9%	3.0%
Fc1cnc(N2CCOCC2)nc1N1CCc2ccccc21	7.3%	-1.3%	-3.7%	11.0%	0.3%
COc1cccc(NC(=S)N/N=C2\CC3CCC2(C)C3(C)C)c1 (configuration not stated)	16.0%	-16.5%	1.1%	15.8%	0.9%
Cc1ccc(C2(C)NC(=O)N(CC(=O)Nc3ccccc3C(=O)NC3CCCC3)C2=O)cc1 (configuration not stated)	-2.0%	-2.6%	7.4%	14.1%	8.2%
Cc1[nH]nc2c1C(c1ccc(F)cc1)C1=C(CC(C)(C)CC1=O)N2 (configuration not stated)	10.3%	-6.1%	-8.8%	23.7%	4.8%
CCc1ccc(NC(=S)NC2CC3CCCC(C2)N3Cc2cccs2)cc1 (configuration not stated)	12.1%	3.8%	15.2%	?	0.2%
CCOC(=O)CN1C(=O)S/C(=C/c2ccc(C)o2)C1=O	-1.0%	4.7%	4.6%	35.3%	1.2%
Cc1ccc(C(=O)NNC(=O)CSc2nnc3ccccn23)cc1	·	-10.8%	-4.9%	7.2%	1.1%
O=C(CSc1nnnn1C1CCCC1)NCCc1ccccc1	5.3%	15.2%	10.2%	11.7%	i
CCOC(=O)CCCNC(=O)COC(=O)c1cc2ccccc2cc1O	-7.4%	-8.7%	?	45.6%	i
O=[N+]([O-])c1ccc(-c2nn(-c3ccccc3)cc2/C=N/n2c(-c3ccncc3)n[nH]c2=S)cc1	-5.0%	-22.1%	8.8%	-6.5%	9.3%
O=[N+]([O-])c1ccccc1N(S(=O)(=O)c1ccccc1)S(=O)(=O)c1ccccc1	·	13.5%	·	·	0.3%
CCC(C)(NC(=O)c1ccccn1)C(=O)NC1CCCC1 (configuration not stated)	0.7%	4.0%	0.5%	-1.5%	i
Cc1noc(C)c1CSCC(=O)Nc1nc2ccc(F)cc2s1	-2.6%	1.6%	1.2%	29.4%	2.0%
COc1ccc2c(/C=N/NS(=O)(=O)c3ccc(C)cc3)c[nH]c2c1	3.6%	-1.4%	5.2%	7.2%	3.1%
COc1ccc(S(=O)(=O)N(C(=O)C(C)C)c2ccc3oc(=O)sc3c2)cc1	-5.5%	-3.2%	-2.7%	5.4%	i
O=C(Nc1ccccc1NC(=O)c1csnn1)c1csnn1	0.7%	1.6%	-5.0%	2.8%	0.8%
COc1ccc(C2C(C(=O)Nc3cccc(C)n3)c3ccccc3C(=O)N2C)cc1OC (configuration not stated)	5.4%	9.2%	2.0%	19.2%	8.6%
COc1ccc(C(=O)NC2CCN(C(=S)Nc3ccccc3C)CC2)cc1	3.3%	-12.7%	-0.5%	-5.7%	0.3%
CCOC(=O)CC(c1ccc([N+](=O)[O-])cc1)n1c(C)ccc1C (configuration not stated)	15.2%	3.1%	-2.7%	4.6%	0.8%

2 successive entries out of the list so far, for reference:
SMILES	Salmonella PhoP GFP	influenza NS1A	H37Rv inhibition	tuberculosis growth	inhibitors of VEEV	others
Cc1ccc(NC(=O)COC(=O)C2CC2)cc1S(=O)(=O)N1CCOCC1	·	-15.3%	-2.4%	4.9%	3.0%
Fc1cnc(N2CCOCC2)nc1N1CCc2ccccc21	7.3%	-1.3%	-3.7%	11.0%	0.3%

Further compounds follow:
SMILES	Salmonella PhoP GFP	influenza NS1A	H37Rv inhibition	tuberculosis growth	inhibitors of VEEV	others
COc1ccc(CCNC(=O)COC(=O)Cn2cnc3c2c(=O)n(C)c(=O)n3C)cc1	·	-1.1%	-0.8%	-5.4%	1.2%
Cn1nnc(NC(=S)NC(=O)c2ccccc2)n1	0.0%	7.8%	4.8%	?	0.5%
COC(=O)C1=C(c2cccc(C#N)c2)C[C@@H]2CC[C@H]1N2C(=O)N1CCC(O)CC1	·	-23.3%	-10.7%	-12.5%	0.1%
CC1CCCCN1C(=O)COc1ccc(S(=O)(=O)N2CCCC2)cc1[N+](=O)[O-] (configuration not stated)	·	-10.2%	-13.6%	-19.3%	0.9%
O=C(NCCN1CCCC1)c1ccccc1Cl	-6.5%	-13.8%	-5.2%	-7.1%	0.4%
Cc1noc(C)c1S(=O)(=O)Nc1ccc2c(c1)C(=O)N([C@H](C)CO)C[C@H](C)[C@@H](CN(C)Cc1ccc(C(=O)O)cc1)O2	·	3.7%	-0.3%	8.8%	1.3%
CCCCN(C)S(=O)(=O)c1cc2c3c(c1)CCC(=O)N3CCC2	-15.2%	-0.2%	9.3%	9.3%	1.5%
COCC1CCN(Cc2cn[nH]c2-c2cc(OC)c(OC)c(OC)c2)CC1	8.3%	-16.1%	-3.3%	-3.3%	2.5%
COc1cc2c(cc1OC)CN(C(=O)/C=C/c1cc(OC)c(OC)c(OC)c1)CC2	-8.8%	-4.4%	8.5%	8.4%	9.1%
COc1ccc(-n2ncc3c(=O)n(CC(=O)NC(C)C)cnc32)cc1	-4.7%	1.7%	-3.4%	-3.1%	0.5%
COCCCNC1=C(Cl)C(=O)c2ccccc2C1=O	10.0%	0.5%	2.0%	-14.8%	i
COc1cccc(C(CCc2cc(OC)c(OC)c(OC)c2)NC(C)=O)c1 (configuration not stated)	·	1.0%	·	·	0.6%
Cc1nc(-c2coc3cc(O)c(C)cc3c2=O)cs1	-3.0%	8.1%	-2.7%	10.9%	6.8%
Cc1ccccc1NC(=O)COC(=O)c1c(-c2ccccc2)noc1C	·	-7.2%	-1.6%	8.4%	6.6%
O=C(Nc1ccc(Br)cc1)c1ccco1	3.4%	1.9%	-4.3%	17.5%	0.2%
Cc1ccc(-c2nc(CSCC(=O)N3CCN(C(=O)c4ccco4)CC3)c(C)o2)cc1	18.9%	-4.3%	1.5%	13.2%	0.2%

Screening data (PubChem BioAssay)
